HCMV inh: inhibitors of human cytomegalovirus; HFF cells, HCMV-luciferase reporter, 72 h; hits give low values; activity change, negative = inhibition, % at 57.5 µM; actives 4.5% (n = 410,000); AID 1259415; in the data active means activity change below about -60%; inconclusive means no clear call, values can overlap the other calls; inactive means above about -39%
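Two compound doses tested in HFFs infected with HCMV-luciferase, MOI 1 PFU/cell, 72 h at 37C. Lysate luminescence read with OneGlo; data normalized against buffer-only and 10uM Salinomycin inhibitor controls.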
AMA1-RON2 inh: disrupts binding of P. falciparum AMA1 to RON2. Potency, µM (series often up to 58.2 µM), for inactives: top-dose activity change, negative = inhibition, usual class: inhibitors. AlphaScreen AMA1-biotinylated RON2 peptide binding. actives 0.2% (n = 360,000). AID 720542; active means well fitted inhibition curve with a large enough effect; inconclusive means small, poorly fitted or top-dose-only effect; inactive means no such curve, though single readings can be large or run the other way;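 further: potency means the concentration at half of the fitted maximal effect; 0% = vehicle wells and -100% = peptide control; nearly all actives have a fitted effect of over 45% in size; some results filed as inactive show a strong effect at the top dose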
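AMA1 (3D7) with his tag at 25 nM final met compounds first, then biotinylated RON2 peptide at 25 nM; detection used donor plus acceptor beads, 10 µg/mL apiece, read by AlphaScreen after 30 min at room temperature.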
* hit, by the source's call; u = inconclusive; [ ] = dose if it differs, or a comment. Unless noted, on the % scale 0 is the no-effect control and ±100 the full control effect. The list is partial; the hit share may differ from the screen's.

SMILES	HCMV inh	AMA1-RON2 inh
O=C1NC(=O)C(Cc2ccc(Cl)cc2)(c2ccccc2)N1 (centres undefined)	-27	-8%
CC1(C(=O)NCc2ccc(Cl)cc2)CCN1C(=O)Cc1cccs1 (centres undefined)	1	2%
COCCNc1nc(Nc2ccc(C#N)cc2)c2sccc2n1	-9	7%
COc1cccc(C(O)c2nc(-c3cccc(C(C)C)c3)cs2)c1 (centres undefined)	-18	-17%
c1ccc(Cn2nnc3c(NCC4CC4)ncnc32)cc1	30	-1%
Cc1nc2c(OCc3ccc(Cl)cc3Cl)cccn2c1N(C)Cc1cccs1	-31	-8%
Cc1ccccc1NC(=O)N(O)C1(C#N)CCCCC1	-2	11%
CC(=O)OC[C@@H]1CN(Cc2ccccc2)C[C@H](n2cnc3c(Nc4ccccc4)ncnc32)O1	-33	-27%
COc1ccccc1Cc1c(-c2cccc(Br)c2)nc2ccc(Cl)cn12	47	11%
CC(NC(=O)Cc1ccc(S(=O)(=O)N2CCOCC2)s1)c1ccc(Cl)cc1Cl (centres undefined)	u	9%
CCCCCCn1cc(CN2CC(N(C)CCC)CS2(=O)=O)nn1 (centres undefined)	-3	-13%
Cc1ccc(C(=O)NCC(c2ccc(F)cc2)N2CCOCC2)cc1S(=O)(=O)N1CCOCC1 (centres undefined)	21	8%[11.6 µM]
CCNC(=O)N(C)c1c(CC)nc2ccc(C(=O)N3CCN(C(C)=O)CC3)cn12	119	13%
COc1cc(C(=O)NC(=S)NCc2ccncc2)cc(OC)c1OC	-10	80%[activator]
COc1cc(CN2C[C@@H](CO)O[C@@H](n3cnc4c(N(C)C)ncnc43)C2)cc(OC)c1OC	-9	-10%
CCCNC(=O)C1(C)CCN1C(=O)Cc1ccc(C(C)(C)C)cc1 (centres undefined)	1	3%
C[C@H](CO)N1C[C@H](C)[C@H](CN(C)C(=O)Nc2cccc(C(F)(F)F)c2)OCc2cnnn2CCCC1=O	-29	11%
O=C(c1cccs1)N1C[C@H](O)[C@@H](n2cc(-c3ccc(F)cc3)nn2)C[C@@H]1c1ccccc1	-7	-1%
COC(=O)C1=CN(c2ccc(OC)cc2)C(N)=C(C#N)C1c1ccccc1F (centres undefined)	17	2%
CC(=O)c1ccccc1OCCCOc1cccc2cccnc12	-83*	11%
Cc1cc(Br)ccc1OCc1nnc(-c2ccccc2)o1	96	0%
CCN1CCN(S(=O)(=O)c2ccc(Cl)c(C(=O)N(C)C3CCCCC3)c2)CC1	u	135%[activator]
Cc1ccsc1C(=O)N1CCC1(C)C(=O)Nc1cccc(C#N)c1 (centres undefined)	-11	-15%
CC1=CC2OC3CC4OC(=O)C=CC=CC(C(C)O)OCC(O)C(C)CC(=O)OCC2(CC1O)C4(C)C31CO1 (centres undefined)	-97*	3%
c1ccc(-c2ccc3ncccc3n2)cc1	25	7%

Sorted by SMILES length (low to high): some entries from above.
SMILES	HCMV inh	AMA1-RON2 inh
Cc1ccccc1NC(=O)N(O)C1(C#N)CCCCC1	-2	11%
COCCNc1nc(Nc2ccc(C#N)cc2)c2sccc2n1	-9	7%
O=C1NC(=O)C(Cc2ccc(Cl)cc2)(c2ccccc2)N1 (centres undefined)	-27	-8%
Cc1nc2c(OCc3ccc(Cl)cc3Cl)cccn2c1N(C)Cc1cccs1	-31	-8%
CC(NC(=O)Cc1ccc(S(=O)(=O)N2CCOCC2)s1)c1ccc(Cl)cc1Cl (centres undefined)	u	9%
CCNC(=O)N(C)c1c(CC)nc2ccc(C(=O)N3CCN(C(C)=O)CC3)cn12	119	13%
C[C@H](CO)N1C[C@H](C)[C@H](CN(C)C(=O)Nc2cccc(C(F)(F)F)c2)OCc2cnnn2CCCC1=O	-29	11%

Exported as comma-separated lines: part of the list above
SMILES,HCMV inh,AMA1-RON2 inh
Cc1cc(Br)ccc1OCc1nnc(-c2ccccc2)o1,96,0%
CCN1CCN(S(=O)(=O)c2ccc(Cl)c(C(=O)N(C)C3CCCCC3)c2)CC1,u,135%[activator]

Next results:
SMILES	HCMV inh	AMA1-RON2 inh
NS(=O)(=O)c1ccc(CCNC(=O)/C=C/c2ccc(S(=O)(=O)N3CCOCC3)cc2)cc1	1	-3%
O=C(CSc1nc2c(c(=O)n1-c1ccc(F)cc1)SCC2)Nc1ccc2c(c1)OCO2	u	-13%
Cc1cc(Br)cn2c(Cc3ccsc3)c(-c3ccc(F)cc3)nc12	9	-3%
CC(C)Oc1cccc(NC(=O)C2(C)CCCN(C)C2)c1 (centres undefined)	-13	5%
CCN(CC(=O)Nc1ccc(OC)cc1)CC(=O)Nc1cccc(S(=O)(=O)N2CCOCC2)c1	-10	50%[activator]
COc1ccc(CNc2cccnc2)c(OC)c1OC	41	-10%
COc1ccc(CNC(=O)c2ccc(N3CCC4(CC3)CC(c3ccc(Cl)cc3)=NO4)c(NC(=O)c3ccccc3)c2)cc1	-1	8%
CCOC(=O)[C@]12CCCC=C1N(Cc1ccco1)C(=O)[C@H](CC(=O)NCc1ccc(OC)c(OC)c1)C2	-2	-3%
OC(Cc1cccc(Br)c1)c1ncc(-c2ccccc2C(F)(F)F)[nH]1 (centres undefined)	-22	-3%
CCCCN1C(=O)C(CC(=O)NCCc2ccccn2)CC(C(=O)N2CCOCC2)=C1C (centres undefined)	-6	49%[activator]
COc1ccc(-c2csc(C(O)(c3ccccc3)C(F)(F)F)n2)cc1 (centres undefined)	-35	-8%
O=C(O)c1ccc(CCCc2ccccc2)cc1	-6	0%
COc1cc(CNc2ncnc3c2ncn3[C@H]2CN(Cc3ccc(F)cc3)C[C@@H](CO)O2)cc(OC)c1OC	16	-3%
CCc1nc2c(OCC3COc4ccccc4O3)cccn2c1N(C)C(=O)c1cccs1 (centres undefined)	-27	-11%
CN(C)c1ccc(NC(=O)Nc2nnc([C@H]3C[C@H](O)[C@@H](CO)O3)s2)cc1	-4	-9%
CCOc1ccccc1N(CC(=O)Nc1ccccc1Br)S(=O)(=O)c1ccccc1	-63*	-5%
CC(=O)OC1CCC2C3CCc4cc(OP(=O)(N5CC5)N5CC5)ccc4C3CCC12C (centres undefined)	13	108%[activator]
C[C@H]1CN([C@@H](C)CO)C(=O)CCCn2nncc2CO[C@H]1CN(C)C(=O)Oc1ccccc1	11	0%
COCCNC(=O)C1(C)CCCN(CC(=O)c2ccc(OC)cc2)C1 (centres undefined)	8	-1%
O=C(C1CCCCC1)N1C[C@H](n2cc(-c3ccc(F)cc3)nn2)[C@@H](O)C[C@@H]1c1ccccc1	-34	0%
COC(=O)C1=CO[C@@H](C)[C@@H]2CN(CCc3c[nH]c4ccccc34)CC[C@H]12	35	-16%
COC(=O)C1=C(C(=O)OC)[C@]2([C@@H]3CC=CCN[C@@H](Cc4ccccc4)C(=O)N3Cc3ccccc3)C=C[C@H]1O2	-39	-10%
COc1cc(-c2cc(NC(C)=O)c3ncc(-c4ccc(F)cc4)n3c2)cc(OC)c1OC	12	24%
Cc1ccc(S(=O)(=O)N2C[C@H]3[C@H]4C(=O)N(c5ccccc5)C(=O)[C@H]4CC(=O)[C@H]3[C@@H]2c2cccc3ccccc23)cc1	-8	-4%
CSc1ccc(-c2cc3c(c4c2ccn4C)C2CCC3C2)cc1 (centres undefined)	-32	u

(next part)
SMILES	HCMV inh	AMA1-RON2 inh
Cc1ccc(S(=O)(=O)N(C)C[C@@H]2OCc3cnnn3CCCC(=O)N([C@H](C)CO)C[C@H]2C)cc1	13	0%
COc1ccc(-c2coc3c(C(=O)NCc4cccs4)cccc23)c(C)c1	-32	-6%
COC(=O)C1=C(c2cc3ccccc3s2)C[C@@H]2CC[C@H]1N2C(=O)NC1CCCCC1	-27	6%
F[B-](F)(F)COCc1ccccc1Br	4	8%
Cc1cccc(C)c1C(O)c1ncc(-c2cccc(C(F)(F)F)c2)[nH]1 (centres undefined)	-12	8%
NC(N)=NN=Cc1ccnc2ccccc12	-10	-4%
Oc1cc(CNC2CCCCC2)c(O)cc1CNC1CCCCC1	-18	-22%
CCCCCCN1CCN(C2CN(Cc3ccccc3)S(=O)(=O)C2)CC1 (centres undefined)	-23	6%
CC(C)N1CCN(C(=O)c2ccc([N+](=O)[O-])cc2)CC1	-2	-20%
O=C(NN=Cc1ccccc1)C(Oc1ccccc1)c1ccccc1 (centres undefined)	u	-18%
CCC(c1nc2ccccc2[nH]1)n1c(=O)c(-c2ccco2)nc2ccccc21 (centres undefined)	3	-3%
C=C1CCN([C@@H](CC(C)C)C(=O)N2CCOCC2)S(=O)(=O)c2ccccc21	-9	-5%
CN(C)c1ccc(C=c2c3ccccc3n3c2cc(-c2ccccc2)[n+]3C)cc1	-99*	32µM*
CN[C@@H](CO)C(=O)NC[C@H]1O[C@@H](n2cc(C)c(=O)[nH]c2=O)C[C@@H]1O	21	0%
CCCCCCCCNS(=O)(=O)CCNC1CC1	-4	0%
O=C1Nc2ccccc2C1=Nc1ccccc1-c1ccccc1	-23	2%
CC1(C(=O)NS(=O)(=O)Cc2ccccc2)CCN1C(=O)C1(c2ccc(Cl)cc2)CC1 (centres undefined)	u	17%
O=C(O)c1ccc([N+](=O)[O-])cc1Sc1ccsc1	-9	-1%
COc1ccc2[nH]c3c(c2c1)CNCC3	-30	-14%
COCCN(C(=O)CSc1nnc(-c2cccc(Cl)c2)n1N)c1c(N)n(CC(C)C)c(=O)[nH]c1=O	-24	47%[activator]
CC(C)CC(N)c1csc(Nc2ccc(C(=O)c3ccccc3)cc2)n1 (centres undefined)	24	36%[activator]
COC1C=COC2(C)Oc3c(C)c(O)c4c(O)c(c(CN5CCN(C)CC5)c(O)c4c3C2=O)NC(=O)C(C)=CC=CC(C)C(O)C(C)C(O)C(C)C(OC(C)=O)C1C (centres undefined)	3	-6%
CCOC1CCCc2oc(-c3ccc(N(C)C)cc3)c(C(=O)OC)c21 (centres undefined)	15	4%
COc1ccc(-c2cnc3c(c2)C(=O)N([C@H](C)CO)C[C@@H](C)[C@H](CN(C)Cc2ccccc2)O3)cc1	-8	-1%
S=c1sscc1-c1ccccc1	-28	20µM*

Other results:
SMILES	HCMV inh	AMA1-RON2 inh
CCN1C(=O)[C@H]2[C@@H](c3ccc(C(F)(F)F)cc3)N[C@]3(CCCN(Cc4ccc(C)cc4)C3=O)[C@H]2C1=O	-7	4%
O=C(CN1CCOCC1)Nc1cccc([N+](=O)[O-])c1	-11	-5%
CCc1nc2ccc(C(=O)NCCOc3ccc(OC)cc3)cn2c1N(CCC(C)C)CCN(C)C	-20	1%
COc1ccccc1Cc1c(-c2ccc(F)cc2)nc2ccc(Br)cn12	14	2%
CN(C(=O)c1ccc(NC(=O)Cc2ccc(NC(=O)C3CCCN(C(=O)CCc4ccccc4)C3)cc2)cc1)C1CCCC1 (centres undefined)	u	0%
O=C(Nc1ccc(Br)cn1)c1cccc2ccccc12	-6	3%
O=C(/C=C/[C@H]1O[C@@H](n2ccc(=O)[nH]c2=O)[C@H](O)[C@@H]1O)NCc1cccnc1	-7	3%
Cc1ccc2c(c1)sc1nncn12	28	-2%
O=C1NCN(c2ccccc2)C12CCN(C(c1cccc3ccccc13)c1nnnn1C1CCCC1)CC2 (centres undefined)	12	14%
C[C@H](c1ccccc1)N1C[C@@H](COCc2ccccc2)Oc2cc(N3CCC[C@@H]3CO)ccc2S1(=O)=O	-6	-8%
CCOC(=O)C1=CCN(S(=O)(=O)c2ccc(C)cc2)C1c1ccc(CC)cc1 (centres undefined)	-97*	44%[activator]
COc1ccc(NC(=O)C2CC3CCC2C3)c(OC)c1 (centres undefined)	-4	5%
COCc1cccc(-c2csc(C(NC(C)=O)c3cccc(F)c3)n2)c1 (centres undefined)	-2	-10%
CC(=O)Nc1ccc(-c2ccnc3c2CC(C(=O)Nc2cccc(Oc4ccccc4)c2)O3)cc1 (centres undefined)	-21	1%
O=C1NC[C@H](CCCCN2CCN(CCc3ccccc3)C(=O)C2=O)N(Cc2ccccc2)C1=O	0	3%
CCCCN(C=O)c1c(CC)nc2c(OCC(=O)C(C)(C)C)cccn12	-3	11%
O=C(NCCO)/C(=C/c1ccco1)NC(=O)c1ccco1	-24	6%
O=C(CSc1nnc(CNC(=O)c2c(F)cccc2F)o1)NCc1ccc2c(c1)OCO2	-16	0%
Cc1cc(=O)n2c3c(c4c(cc13)c(CN(C)C)cc(=O)n4C)OC2	-72*	-10%
COC(=O)[C@@]12C[C@@H](CC(=O)N3CCCC3)C(=O)N(Cc3ccccc3)C1=CCC(C)(C)C2	-25	-3%
COc1ccccc1NC(=O)Nc1nc(C(N)C(C)C)cs1 (centres undefined)	20	76%[activator]
FC(F)(F)c1cc(Cl)c2nc(-c3ccc(Cl)cc3)c(Cc3ccsc3)n2c1	5	0%
CCOC(=O)C1(c2ccccc2)CCN(CC(=O)c2ccc(NC(C)=O)cc2)CC1	u	15%
CCCCNC(=O)c1[nH]c(=O)cnc1-c1ccccc1	13	46%
CN=C1CN(O)C(c2ccccc2)=c2cc(Cl)ccc2=N1	-29	-3%
CCCCN1C(=O)C(CC(=O)NCc2ccco2)CC(C(=O)N(C(C)C)C(C)C)=C1C (centres undefined)	-8	0%
CC(C)(C)n1nnnc1C(c1ccccc1)N1CCN(c2ncc(C(F)(F)F)cc2Cl)CC1 (centres undefined)	-78*	-8%
COCCOC(=O)C1=C(C)NC(=S)NC1c1ccc(OCC(=O)N2CC(C)OC(C)C2)c(OC)c1 (centres undefined)	0	-3%
